Source: PubChem (National Center for Advancing Translational Sciences (NCATS))
FUS suppressor – FUS proteinopathy suppression in yeast; S. cerevisiae FUS-expressing, growth rescue, OD600, 24 h; Potency, µM (titrated, usually from 76.6 µM), for inactives: at the highest dose growth rescue (activation), usual class: activators; actives 0.24% (n = 390,000);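 also: potency is read from the fitted curve at half-maximal effect; plate controls were DMSO vehicle for no effect and reference control for full effect; nearly all actives have a fitted effect of over 55% in size; some results filed as inactive show a strong effect at the top dose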
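Toxicity suppression screen in FUS-yeast. Cells induced with 2% galactose, starting OD 0.005, treated 24hr at 30C with compounds at multiple final concentrations; growth by OD600.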
GLP1R cytotox – cytotoxicity in counter-screen for GLP-1R inverse agonists; HEK293 cAMP-luciferase reporter cells, luminescence, 24 h; Potency, µM (top dose mostly 38.3 µM), inactives show top-dose activity change, negative = inhibition, usual class: inhibitors; actives 0.13% (n = 410,000); AID 624418;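 also: loss of luciferase light is scored as toxicity; potency is read from the fitted curve at half-maximal effect; % is scaled to controls: 0 for no effect and ±100 for the full control effect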
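Cells in DMEM/10% Nu serum/1% pen-strep, 1536-well format. Pre-incubated 12 h, dosed with 23 nL compound, incubated a further 24 h. Luciferase detection, 12 min at room temp, luminescence.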
MmCpn inh – blocks the Methanococcus maripaludis chaperonin Mm-Cpn; purified Mm-Cpn ATPase, ADP Transcreener TR-FRET; Potency, µM (doses to about 76.9 µM), for the others: at the highest dose activity, negative = inhibition, most hits filed as inhibitors; actives 0.031% (n = 330,000); AID 504842; also: potency is read from the fitted curve at half-maximal effect; % is scaled to controls: 0 for no effect and ±100 for the full control effect; nearly all actives have a fitted effect of over 80% in size
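Measured: ADP formation by purified Mm-CPN. Conditions: 25 nM protein, 10 uM ATP, Tris pH 7.4 with Mg2+, K+ and DTT, 37°C for 30 min. Detection: Transcreener HTRF after 30 min at room temperature.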
Abeta rescue – compounds reversing amyloid beta toxicity in yeast; yeast expressing A-beta42, growth rescue, OD600, 48 h; response scale: 0% DMSO, 100% iron-clioquinol control; Potency, µM (top dose mostly 46.1 µM), inactives show at the highest dose growth rescue, usual class: activators; actives 0.063% (n = 410,000); also: potency is read from the fitted curve at half-maximal effect; nearly all actives have a fitted effect of over 55% in size
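Yeast A-beta toxicity model in growth medium with pinned compounds, 48 h at 30 C; growth read as absorbance at 600 nm. Normalized to FeCl3/clioquinol equimolar mix (positive) and DMSO (negative).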
aSyn rescue – inhibitors of alpha-synuclein toxicity in yeast. Yeast expressing alpha-synuclein, growth rescue, BacTiter-Glo, 24 h. Potency, µM (titrated, usually from 46.1 µM), without a hit: at the top dose growth rescue (activation), actives largely listed as activators. actives 0.14% (n = 370,000); also: potency is read from the fitted curve at half-maximal effect; % of control where 0% means no effect; nearly all actives have a fitted effect of over 65% in size
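Screening used galactose-induced yeast with toxic alpha-synuclein levels, exposed to compound for 24 hr at 30 deg C. Cell growth, read with BacTiter-Glo luminescence, gave the measured signal.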
PTHR1 agonist – PTHR1 (human) receptor agonism; HEK293 GP2 PTHR1 cells, GloSensor cAMP luminescence, 1 h; Potency, µM (top dose mostly 115 µM), inactives show top-dose activation, actives largely listed as activators; actives 0.075% (n = 410,000); also: potency is read from the fitted curve at half-maximal effect; nearly all actives have a fitted effect of over 55% in size; some results filed as inactive show a strong effect at the top dose; inactives centre near -15; many of its hits are not listed in these tables
Target sequence (Q03431 whole entry, looked up): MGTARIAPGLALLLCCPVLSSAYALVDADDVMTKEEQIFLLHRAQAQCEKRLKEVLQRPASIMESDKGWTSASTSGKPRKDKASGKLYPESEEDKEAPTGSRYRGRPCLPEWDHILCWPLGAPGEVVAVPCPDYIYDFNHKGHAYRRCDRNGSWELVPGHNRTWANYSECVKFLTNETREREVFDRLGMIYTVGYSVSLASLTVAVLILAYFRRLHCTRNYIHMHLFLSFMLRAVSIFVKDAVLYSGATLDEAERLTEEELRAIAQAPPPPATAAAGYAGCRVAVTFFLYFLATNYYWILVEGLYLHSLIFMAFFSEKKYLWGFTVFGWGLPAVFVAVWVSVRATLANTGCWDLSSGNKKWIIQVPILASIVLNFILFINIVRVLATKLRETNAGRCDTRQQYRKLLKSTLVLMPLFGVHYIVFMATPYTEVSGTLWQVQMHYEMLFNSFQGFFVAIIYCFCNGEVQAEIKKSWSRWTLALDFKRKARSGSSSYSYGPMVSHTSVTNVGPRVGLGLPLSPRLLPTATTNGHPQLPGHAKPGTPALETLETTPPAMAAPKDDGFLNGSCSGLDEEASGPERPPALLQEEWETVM
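HEK-293-derived GP2 cells expressing PTHR1 and a GloSensor cAMP reporter, 3,000/well, plated overnight, given luciferin plus IBMX (each 0.5 mM as added) for 1 h at 37 °C, then compound for 1 h at 37 °C. Luminescence was read after 15 min at room temperature.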
pAkt inh – blocks phosphorylation of Akt; Neuro2A IGF-stimulated pAkt S473 HTRF, 20 min; active compounds read low; activity change, % for hits at 50 µM; actives 0.32% (n = 360,000); in the data active = activity change below about -80%; inconclusive = mostly about -51% to -80%; also: % is scaled to controls: 0 for no effect and ±100 for the full control effect
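Neuro2A cells (4,500/well, DMEM with 0.5% FBS) were treated with compound at a single 50 µM final concentration, stimulated with 6 nM IGF for 20 min at 37 °C, and lysed. Phospho-Akt Ser473 was read by HTRF as 665/615 ratio ×10^4.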
GLP1R inv ag – GLP-1 receptor (human) inverse agonism; P43220; HEK293 GLP-1R CRE-luciferase, luminescence, 24 h; GLP-1R form is constitutively active; Potency, µM (highest dose often 38.3 µM), for the others: at the highest dose activity change, negative = inhibition, actives largely listed as inhibitors; actives 1.6% (n = 410,000); AID 624417; also: potency is read from the fitted curve at half-maximal effect; % is scaled to controls: 0 for no effect and ±100 for the full control effect; nearly all actives have a fitted effect of over 55% in size
Target sequence (P43220 whole entry, looked up): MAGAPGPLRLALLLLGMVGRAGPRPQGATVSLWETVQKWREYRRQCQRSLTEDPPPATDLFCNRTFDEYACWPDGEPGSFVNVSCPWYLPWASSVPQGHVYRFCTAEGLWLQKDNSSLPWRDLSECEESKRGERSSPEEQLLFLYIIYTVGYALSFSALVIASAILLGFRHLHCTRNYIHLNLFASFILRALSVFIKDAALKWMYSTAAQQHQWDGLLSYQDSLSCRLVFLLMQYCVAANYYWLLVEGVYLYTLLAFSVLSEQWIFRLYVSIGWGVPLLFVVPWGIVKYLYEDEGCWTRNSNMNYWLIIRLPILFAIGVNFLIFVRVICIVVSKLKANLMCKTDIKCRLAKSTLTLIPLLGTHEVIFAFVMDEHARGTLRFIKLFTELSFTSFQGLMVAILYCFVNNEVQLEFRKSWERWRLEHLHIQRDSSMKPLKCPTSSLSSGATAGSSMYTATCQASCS
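Using stably transfected HEK293 (constitutively active GLP-1R, cAMP-luciferase reporter), compounds were incubated 24 hr and luciferase measured by luminescence.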
TDP-43 yeast inh – TDP-43 toxicity inhibition in yeast; TDP-43 expressing yeast growth rescue, BacTiter-Glo, 24 h; Potency, µM (doses to about 46.1 µM), inactives show at the highest dose growth rescue (activation), actives largely listed as activators; actives 1.8% (n = 410,000); AID 652104; also: potency is read from the fitted curve at half-maximal effect; % of control where 0% means no effect; nearly all actives have a fitted effect of over 50% in size
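Cell-based yeast growth screen: TDP-43 expression induced in galactose, inoculum OD600=0.02 after raffinose pregrowth to mid-log. Read-out BacTiter-Glo luminescence at 24 hr, 30 deg C; inhibition of toxicity seen as signal increase.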
* marks the source's active call; other numbers are inactive results; i = inactive; ? = inconclusive; nt = no result given; & = joins results of further samples; [ ] = dose if it differs, or a comment. Unless noted, calls follow the shape of the dose curve; as a rule, active = well fitted curve in the direction sought with a large enough effect; inconclusive = small, poorly fitted or top-dose-only effect, or another doubt; inactive = no such curve, though single readings can be large; an effect the other way counts as inactive or inconclusive. This is a subset; count on the stated rates, not on these rows.

# | SMILES | FUS suppressor | GLP1R cytotox | MmCpn inh | Abeta rescue | aSyn rescue | PTHR1 agonist | pAkt inh | GLP1R inv ag | TDP-43 yeast inh
1 | COC(=O)C1CCN(C(=O)C2CCC(=O)N(CCc3cccc(F)c3)C2)CC1 (stereo unspecified) | 0% | 8% | -2% | -8% | 0% | i | i | 2% | 8%
2 | CN1CCN(C(=O)C2=C[C@H](c3ccc4c(c3)OCO4)C[C@H](OCCCCO)O2)CC1 | 8% | 4% | nt | 0% | 6% | 4% | i | -3% | ?
3 | O=C(NCc1ccc(F)cc1)C1CCC(CNS(=O)(=O)c2cccs2)CC1 (stereo unspecified) | 11% | 5% | -7% | -16% | -7% | -8% | i | -24% | -18%
4 | Cc1cccc(C)c1-n1c(=O)n(Cc2ccccc2)c(=O)c2[nH]cnc21 | 15% | 19% | 3% | -13% | -1% | 13% | i | -22% | -24%
5 | Cc1ccc(-c2nn(CC(=O)Nc3cccnc3)c(=O)c3ccccc23)cc1 | 19% | 3% | 0% | 11% | 7% | -23% | i | 4% | 19%
6 | COc1cccc(CNC(=O)CN2CCCN(Cc3ccccc3)S2(=O)=O)c1 | 8% | -2% | nt | -5% | nt | i | nt | -8% | ?
7 | COc1ccc(CN2CCN(CC(O)Cn3c4ccccc4c4ccccc43)CC2)cc1 (stereo unspecified) | 12% | ? | -2% | -5% | -2% | -13% | i | ? | -8%
8 | COC(=O)c1ccc([C@H]2Nc3ccc(S(=O)(=O)Nc4cccc(C)c4)cc3[C@H]3C=CC[C@H]32)cc1 | ? | 3% | nt | -25% | nt | i | nt | -16% | 7%
9 | COCCn1c(SCC(=O)c2ccc3c(c2)OCCO3)nnc1-c1ccoc1C | 40% | -5% | -9% | 7% | -3% | i | i | 0% | -12%
10 | Cc1nn(C)c2c1c(C(F)(F)F)cc(=O)n2CC(=O)NC(C)(C)C | 0% | -3% | nt | -5% | nt | i | nt | 7% | 13%
11 | CCCCCn1nnc2c(=O)oc3ccccc3c21 | -30% | 1% | 2% | 2% | 9% | -28% | i | -21% | 3%
12 | COCCCNc1nc2ccccc2nc1NS(=O)(=O)c1cccc(C)c1 | 12% | 3% | -17% | -14% | -5% | -26% | i | 14% | 14µM*
13 | O=C(Nc1ccccc1)OCCOc1ccccc1Br | -12% | -3% | 0% | 24% | 10% | i | i | ? | ?
14 | O=C(CN1CCCN(Cc2ccc(F)cc2)S1(=O)=O)NCc1ccccc1Cl | 22% | -11% | nt | 7% | nt | -15% | nt | ? | ?
15 | COc1cc(C=O)cc(Br)c1OCC(N)=O | 3% | 19% | 1% | 0% | 3% | i | i | 6% | -5%
16 | COc1ccc(Cc2nnc(-c3ccc(F)cc3)o2)cc1OC | -4% | 9% | 0% | -10% | 2% | i | i | 123%[activator] | 7%
17 | CC(C)(C)C(=O)Nc1cc(S(=O)(=O)Nc2ccc(Cl)cc2)ccc1O | 16% | -2% | -1% | -14% | -4% | i | i | -6% | 23%
18 | COc1ccc(-c2c(C#Cc3ccsc3)c3cc(-c4ccc5c(c4)OCCO5)ccc3n2C)cc1 | -8% | ? | -19% | -8% | -1% | i | i | -19% | 6%
19 | CCc1nnc(NC(=O)Cn2ccc(C(F)(F)F)n2)s1 | 18% | 8% | 1% | 6% | -3% | i | i | ? | 14%
20 | CCN(CC)C(=O)CC(c1ccc(N(C)C)cc1)c1c(OC)cc(OC)c2c(-c3ccccc3)cc(=O)oc12 (stereo unspecified) | ? | -36% | -2% | 1% | 1% | -20% | i | ? | 2%
21 | Cc1ccc(NC(=O)c2cc(S(=O)(=O)N3CCCCC3)ccc2N2CCOCC2)cc1 | -47% | 0% | nt | 3% | 0% | -20% | i | 13% | 10%
22 | Cc1ccc(NC(=O)CN2C(=O)CC(C)S(=O)(=O)c3ccccc32)cc1 (stereo unspecified) | 22% | -14% | 0% | 1% | 1% | i | i | 1% | -8%
23 | Cc1[nH]c(=O)[nH]c(=O)c1S(=O)(=O)N1CCOCC1 | 0% | -10% | 0% | -2% | 0% | -20% | i | 9% | 11%
24 | CC(=C/c1ccccc1)/C=N/NC(=O)c1cc(C)oc1C | nt | 9% | 1% | -12% | -4% | -28% | i | 0% | 19%
25 | CC1CCC(NC(=O)c2cc3c(=O)n(C)c4ccccc4c3n2C)CC1 (stereo unspecified) | -2% | 1% | 0% | -9% | -1% | -22% | i | 27% | 10%
26 | COC(=O)[C@@H]1C[C@H]2CC[C@H](O)C[C@H]2N1Cc1ccc(Cl)cc1 | -15% | -28% | -1% | -9% | -7% | i | i | -9% | 19%
27 | CCCOC(=O)NC1CCS(=O)(=O)C1 (stereo unspecified) | -10% | -12% | -1% | 3% | 4% | -2%[57.5 µM] | i | 7% | 12%
28 | CCc1ccc(C(O)c2ncc(-c3ccccc3C(F)(F)F)[nH]2)cc1 (stereo unspecified) | -1% | -1% | nt | -2% | 0% | -20% | i | ? | 7%
29 | O=C1NCC(O)=C1C=NCCCO | -19% | 17% | 0% | 5% | -11% | -23% | i | 1% | -17%
30 | Cc1occc1C(=O)N/N=C/c1ccc(-c2ccccc2)cc1 | 12% | -3% | 4% | -38%[inhibitor] | -33%[inhibitor] | -25% | i | ? | -37%[inhibitor]
31 | c1ccc(C2CC(c3ccccc3)C(c3ccccc3)N2)cc1 (stereo unspecified) | -1% | 14% | 0% | 17% | 1% | i | i | ? | -16%
32 | Cc1cccc(C(=O)N2CCCC(Nc3ccc(F)c(F)c3)C2)n1 (stereo unspecified) | 22% | 11% | -19% | 7% | -2% | 23% | i | 10% | 22%
33 | Cc1ccc2nc(SCc3ccccc3)c(C=O)c(=O)n2c1 | nt | -7% | 0% | 3% | 2% | i | i | 8% | 24%
34 | O=C(N/N=C/c1cc(O)ccc1Br)c1cccnc1 | -12% | -19% | -17% | 20% | ? | i | i | ? | ?
35 | Cc1ccc2occ(/C=N/NC(=O)c3ccccc3O)c(=O)c2c1 | -11% | -2% | 0% | -19% | -9% | i | i | ? | -9%
36 | Cc1cccc(CN2CCN(CC(=O)NCCCN3CCCC3=O)C2=O)c1 | 13% | 19% | 3% | 14% | 0% | -10% | i | 4% | 2%
37 | O=C(OCC(=O)N1CCNC1=O)c1ccccc1Cl | -42% | 4% | nt | 9% | -4% | i | i | 2% | 3%
38 | O=C(Nc1ccc(N2CCCC2)cc1)c1cc([N+](=O)[O-])ccc1N1CCOCC1 | 35% | -17% | -2% | -7% | -7% | -22% | i | -1% | -5%
39 | O=Cc1cn(CC(=O)Nc2ccccc2)c2ccccc12 | -19% | -9% | 0% | -2% | -8% | i | i | -8% | -3%
40 | Cc1cc(N/N=C\c2ccccc2)nc(-c2ccccc2O)n1 | 12% | -22% | -4% | -14% | -10% | i | i | ? | 26%
41 | COc1cc(C(=S)N2CCN(C(c3ccccc3)c3ccccc3)CC2)cc(OC)c1O | ? | -27% | -1% | 5% | -16% | -19% | i | ? | 5%
42 | Cc1ccc(NC(=O)COC(=O)COc2ccc3ccc(=O)oc3c2)cc1[N+](=O)[O-] | nt | -4% | 1% | 9% | -2% | 19% | i | 12% | 22%
43 | CN1CCN(S(=O)(=O)c2cccc(C(=O)N(C)Cc3c(F)cccc3Cl)c2)CC1 | -2% | 8% | 1% | -8% | 10% | -94%[inhibitor] | i | 17% | -1%
44 | Cc1cc2c(cc1C)N1C(=O)c3cc4ccccc4cc3NC(=O)C1C(=O)N2 (stereo unspecified) | -12% | 0% | nt | -8% | 2% | -18% | i | 10% | 19%
45 | CC(C)Cn1c2c(c(O)c(C(=O)Nc3ncccc3O)c1=O)CCCC2 | 11% | -8% | 3% | -38%[inhibitor] | 5% | 7%[57.5 µM] | i | ? | 24%
46 | CC(C)CNC(=O)Nc1cc(C(=O)NCc2ccc(C(C)C)cc2)ccc1N1CCCC1 | 43% | -1% | nt | -4% | nt | -17% | nt | -19% | 25%
47 | O=C(C1=C(O)C(=O)N(c2ncccn2)C1c1ccc(Cl)cc1)c1ccco1 (stereo unspecified) | 32µM* | -26% | 0% | 16% | 6% | i | i | -17% | 0%
48 | Cc1cc(Nc2cnc3ccccc3n2)n(-c2ccccc2)n1 | 11% | -20% | 2% | 17% | -11% | i | i | -27% | -6%
49 | COc1cccc(CNC(=O)CCCn2c(=O)c3cccn3c3ccc(F)cc32)c1OC | 12% | -3% | nt | -5% | nt | -6% | nt | 22% | 10%
50 | COc1ccccc1N1CCN(C(=O)c2cc(CC(C)C)on2)CC1 | 5% | -8% | nt | -7% | nt | -31%[inhibitor] | nt | -9% | 14%
51 | CCc1ccc(CN(C(=O)c2cc3ccccc3oc2=O)C2CCS(=O)(=O)C2)cc1 (stereo unspecified) | 24%&31% | -1%&-10% | 1% | -4%&13% | 0% | -72%&-23% | ? | 5%&6% | 21%&-1%
52 | O=C(NC1CCCCC1)c1ccc2c(c1)N(Cc1ccc(Cl)cc1)C(=O)c1ccccc1S2(=O)=O | ? | 5% | nt | -4% | nt | i | nt | ? | 4%

Compounds from the list above that have bromine, in the order listed:
# | SMILES | FUS suppressor | GLP1R cytotox | MmCpn inh | Abeta rescue | aSyn rescue | PTHR1 agonist | pAkt inh | GLP1R inv ag | TDP-43 yeast inh
13 | O=C(Nc1ccccc1)OCCOc1ccccc1Br | -12% | -3% | 0% | 24% | 10% | i | i | ? | ?
15 | COc1cc(C=O)cc(Br)c1OCC(N)=O | 3% | 19% | 1% | 0% | 3% | i | i | 6% | -5%
34 | O=C(N/N=C/c1cc(O)ccc1Br)c1cccnc1 | -12% | -19% | -17% | 20% | ? | i | i | ? | ?
